High-throughput results: PubChem BioAssay, several laboratories
IMP-1 inhibitor – inhibitors of Pseudomonas aeruginosa IMP-1 metallo-beta-lactamase; inhibition, % at 5.6 µM; hit rate 0.45% among 290,000; purified IMP-1, nitrocefin hydrolysis, epi-absorbance fluorescence; AID 1556;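 active = inhibition above the mean plus 3 SD of all compounds in the same screening run, cut at about 4.5% in these data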;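 also: 0% = IMP-1 with DMSO and 100% = DMSO wells lacking enzyme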
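System: purified IMP-1; amount: IMP-1 0.2 nM before substrate addition; compound: single dose, 5.6 µM; times: 25 °C, 15 min preincubation, 25 min reaction; signal: Epi-absorbance via hydrolysed-nitrocefin quenching of white-plate fluorescence, 480/530 nm, EDTA stop; benchmarks: DMSO with and without IMP-1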
MEKK2mut PB1 HTS – signal of MEK5 binding to mutant human MEKK2 PB1 domain | hit rate 0.35% among 290,000 | bead flow cytometry, Alexa488-MEK5 binding to MEKK2 mutant | percent response, % at 10 µM; in the data active = percent response above about 24%, passing the limit was not always enough; also: inactives centre near 1; some results filed as inactive read as strong as hits
MEKK2wt PB1 HTS – raises or lowers MEK5 binding to wildtype human MEKK2 PB1 domain; Q9Y2U5; bead flow cytometry, Alexa488-MEK5 binding to MEKK2 WT; actives lie on both sides; binding response (% of control), % at 10 µM; hit rate 1.1% among 290,000; in the data active = binding response below about 67% or above about 130%
M18AAP inhibitor – blocks P. falciparum M18 aspartyl aminopeptidase; AID 1822; hit rate 1.2% among 290,000; inhibition, % at 7.35 µM; recombinant PfM18AAP, H-Glu-NHMec fluorogenic cleavage;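 active = inhibition above the campaign mean inhibition over all tested compounds plus 3 SD, cut at about 28% in these data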;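 also: 0% = plate median of test compound wells and 100% = 2 mM ZnCl2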
VIM-2 inhibitor – blocks Pseudomonas aeruginosa VIM-2 metallo-beta-lactamase; hit rate 0.89% among 290,000; inhibition, % at 5.6 µM; purified VIM-2, nitrocefin hydrolysis, epi-absorbance fluorescence;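 active = inhibition above the mean of all tested compounds plus 3 SD, cutoff set per screening run, cut at about 7.5% in these data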;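 also: red hydrolysis product quenches plate fluorescence so inhibitors raise well fluorescence; 0% = enzyme with DMSO and 100% = DMSO without enzyme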
FID counter – counter-screen for HCV NS3 helicase inhibitors: DNA intercalator displacement; DNA fluorescent intercalator displacement, fluorescence; inhibition, % at 7.9 µM; hit rate 0.17% among 290,000; AID 1845; in the data active = inhibition above about 37%;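 also: 0% = vehicle and 100% = reference compound; higher means more ethidium bromide displaced from hairpin DNA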
NS3 helicase inh – blocks Hepatitis C virus NS3 helicase unwinding | NS3 helicase DNA unwinding, Cy5 molecular beacon fluorescence | inhibition, % at 10.9 µM | hit rate 0.56% among 290,000;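 active = inhibition above the mean of all tested compounds plus 3 SD, set per campaign, cut at about 35% in these data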;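 also: 0% = DMSO wells and 100% = thioflavine S control wells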
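Assay system – hepatitis C virus NS3 helicase domain fragment enzyme · Buffer or medium – MOPS pH 6.5, MgCl2, DTT, Tween20, BSA · Reagent – Cy5/quencher beacon DNA duplex and ATP to start · Compound – single 10.9 µM dose · Timing – 1 h at 25 °C · Technique – Cy5 beacon fluorescence read at start and 1 h · Measure – % inhibition of unwinding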
NALP1 inh – inhibitors of NALP1 inflammasome in yeast. S. cerevisiae NALP1/ASC/caspase-1 growth, X-gal OD620, 72 h. inhibition, % at 10 µM. hit rate 0.61% among 280,000; in the data active = inhibition mostly above about 24%, no sharp cut-off; inactive = mostly below about 32%; also: some compounds called inactive have numbers as strong as hits
SUMO HTRF inh – blocks human SUMOylation mediated by UBC9 | AID 2006 | inhibition, % at 35 µM | HTRF SUMOylation assay, SAE1/SAE2 + UBC9, in vitro | P63279 | hit rate 0.36% among 290,000; in the data active = inhibition above about 50%, passing the limit was not always enough; also: strong numbers were not always called active
Target sequence (P63279 whole entry, looked up): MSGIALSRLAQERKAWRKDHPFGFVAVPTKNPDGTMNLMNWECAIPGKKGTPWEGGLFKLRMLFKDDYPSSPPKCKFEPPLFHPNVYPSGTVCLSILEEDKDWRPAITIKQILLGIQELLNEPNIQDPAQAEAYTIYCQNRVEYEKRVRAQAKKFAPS
* hit, by the source's call; . = no result given; [ ] = another dose, or the depositor's remark.

Results follow in this order: IMP-1 inhibitor | MEKK2mut PB1 HTS | MEKK2wt PB1 HTS | M18AAP inhibitor | VIM-2 inhibitor | FID counter | NS3 helicase inh | NALP1 inh | SUMO HTRF inh
CCOC(=O)c1cncc(NC(=O)c2ccccc2)c1
→ -7.2 | 5 | 102 | 4 | -4.1 | -6 | -2 | -6 | 12
CCCCCCSc1nc(O)c(C2OC(=O)c3c2ccc(OC)c3OC)c(=O)n1CC (stereo not drawn)
→ -1.3 | 2 | 99 | 10 | -1.3 | -52 | 16 | -6 | 1
COc1cc2c(cc1OC)CN(C(=O)c1ccc3nc[nH]c3c1)CC2
→ -2.2 | -3 | 101 | 2 | 2.7 | -8 | 2 | 37 | 2
COc1ccc(/C=N/n2c(SC)nnc2-c2ccccc2)c(OC)c1OC
→ -2.4 | -3 | 100 | 25 | 23* | -30 | -1 | -40 | 26
CCC(c1nnnn1C1CCCC1)N(Cc1cccs1)Cc1cc2cccc(C)c2[nH]c1=O (stereo not drawn)
→ -3.9 | -15 | 88 | -1 | -2.3 | -6 | -9 | 15 | -33
CCOc1cc(/C=C2/C(=O)N(c3ccccc3)N=C2C)ccc1OC(=O)c1cccs1
→ -1.8 | 2 | 97 | 7 | 0.4 | 0 | -2 | 2 | 32
O=C(Nc1ccc(N2CCN(Cc3ccccc3F)CC2)cc1)c1ccc([N+](=O)[O-])o1
→ -2.0 | 5 | 104 | 4 | -0.4 | 0 | -5 | 32 | 11
CC(C)=CCC/C(C)=C/Cc1c(O)ccc(C(=O)/C=C/c2ccc(O)cc2)c1O
→ -3.0 | -1 | 105 | -5 | -0.1 | 21 | -3 | 19 | -20
NC(=O)c1cc(NC(=O)c2cc(Br)c(Br)s2)cc(C(N)=O)c1
→ -3.5 | 0 | 100 | 18 | -1.0 | 3 | 2 | 2 | 11
Cc1nn(Cc2ccccc2)c(C)c1NC(=O)c1cc2nc(-c3ccco3)cc(C(F)(F)F)n2n1
→ -2.7 | 4 | 102 | 4 | -2.4 | -35 | -4 | 5 | 23
O=C(Cn1nnc(-c2cccc(C(F)(F)F)c2)n1)N1CCCCCC1
→ -0.6 | . | . | 0 | -1.5 | -24 | -3 | -4 | -4
CCc1ccc(OC(C)c2nnc(SCC(=O)Nc3ncccc3C)n2C)cc1 (stereo not drawn)
→ 1.4 | -1 | 97 | -12 | -1.4 | -40 | -1 | 16 | 2
NC(=O)N/N=C/c1cc(Br)ccc1OC(=O)c1ccccc1
→ -1.7 | -1 | 106 | 7 | -0.4 | -24 | -8 | 18 | 8
COc1ccc(S(=O)(=O)CCC(=O)N2CCN(c3ccccc3F)CC2)cc1
→ -1.4 | -6 | 92 | -3 | -1.1 | -22 | 7 | 6 | 9
C[C@H](N)c1nnc(SCC(=O)c2ccc(Cl)cc2)o1
→ -2.7 | 3 | 108 | -19 | -1.7 | -5 | -1 | 2 | 17
COc1ccc(CCC(=O)Nc2ccc(-c3noc(-c4ccc(OC)c(OC)c4)n3)cc2)cc1
→ -2.0 | 6 | 123 | -6 | -2.8 | 0 | -3 | 19 | 10
Cc1ccc2c(n1)CC(C)(C)CC2=O
→ -0.8 | 6 | 114 | -5 | 0.1 | 3 | 4 | -6 | 14
CC(C)C(=O)Nc1ccc(NC(=S)NC(=O)c2ccccc2F)cc1
→ 0.4 | -1 | 102 | -1 | 0.0 | -11 | 6 | 2 | 8
O=S(=O)(NCC(Nc1ccccc1)c1ccccc1)c1ccc(Cl)cc1 (stereo not drawn)
→ -3.8 | 1 | 124 | 1 | -5.1 | -7 | -6 | 20 | -12
Cc1ccc(-c2cc(C(F)F)nc(NCc3cccs3)n2)cc1
→ -0.3 | 0 | 98 | -2 | -2.1 | -5 | -2 | 30 | -24
COc1ccc(C(C(=O)NC2CCCCC2)N(C(=O)c2sc(C)nc2C)c2ccccc2)cc1 (stereo not drawn)
→ -3.5 | -3 | 97 | -4 | -5.2 | -2 | 0 | 29 | 12
Cc1cc(C(=O)COC(=O)c2csc3c2CCCC3)c(C)n1C
→ -1.1 | 6 | 111 | -2 | -2.1 | -5 | -8 | -6 | -11
O=C(NCc1ccc2c(c1)OCO2)Nc1cccc(Cl)c1
→ -4.1 | 14 | 105 | -8 | -2.1 | 3 | 3 | -8 | -5
CCN1CCN(c2nc(-c3ccccc3)c3ccccc3n2)CC1
→ -1.4 | 6 | 117 | 4 | 7.7 | 4 | -14 | 9 | 18
FC(F)Oc1ccc(NC(=S)NCc2cccnc2)cc1
→ -0.8 | 3 | 103 | -9 | 0.2 | 0 | -2 | -1 | 27
CC(C)NC(=O)CSc1nnc(C2CC2)n1-c1ccccc1
→ -2.0 | 3 | 103 | -9 | -1.6 | 0 | 0 | 10 | 30
Cc1cc(=O)[nH]c2ccc(S(=O)(=O)Nc3ccccc3)cc12
→ -3.6 | 5 | 106 | -3 | -2.0 | -6 | -6 | . | 10
CC(C)C(=O)Nc1ccc(C(=O)N/N=C/c2cc(Br)cc(Br)c2O)cc1
→ -3.1 | -1 | 93 | 3 | -1.4 | 1 | 2 | 7 | 17
O=C(NC1CCCCCC1)c1cccnc1Sc1ccc(Cl)cc1
→ -1.1 | -1 | 89 | -9 | -1.6 | -13 | -7 | 33 | -1
Cc1ccc(C(C(=O)NC2CCCCC2)N(CC2CCCO2)C(=O)CNC(=O)c2cccs2)cc1 (stereo not drawn)
→ -2.9 | -1 | 99 | 4 | -0.8 | -18 | -12 | -8 | 2
Cc1nn(C(=O)CCCn2cc([N+](=O)[O-])cn2)c(C)c1Cl
→ -2.9 | -4 | 100 | 3 | -1.8 | 0 | -3 | 1 | 0
CSc1c(CC(=O)NCCCO)n(Cc2ccccc2)c2ccccc12
→ 0.0 | 1 | 104 | -8 | -0.2 | -27 | -9 | 3 | 23
O=S(=O)(Cc1ccccc1Cl)c1ncn[nH]1
→ -1.9 | -16 | 96 | -9 | 1.6 | 0 | -7 | . | 22
COc1ccc(Cc2noc(CN(C)Cc3ccc(-n4cccn4)cc3)n2)cc1OC
→ -2.0 | -10 | 84 | -3 | -1.8 | -32 | -8 | -2 | 15
COc1ccc(C2/C=C\CN(C(=O)Oc3ccc(C(F)(F)F)cc3)CC(=O)N2Cc2ccc(F)cc2)cc1 (stereo not drawn)
→ . | 1 | 91 | . | . | . | . | 3 | -18
CCc1cc2c(=O)[nH]c(CC(N)=O)nc2s1
→ -2.1 | -3 | 99 | -3 | -0.8 | -5 | 21 | 10 | 8
CCOc1cc(C(=O)CSc2nnc(CNc3ccc(Cl)cc3)o2)ccc1NC(=O)CC
→ -1.5 | 1 | 100 | 2 | -3.5 | -3 | -7 | -25 | 42
Cc1cc(C)c(S(=O)(=O)c2ccc(Cl)cc2)c(=O)[nH]1
→ -4.6 | 7 | 109 | 1 | -3.1 | -5 | 8 | 8 | 26
O=C1N=C(N2CCOCC2)S/C1=C\c1ccncc1
→ -0.7 | -4 | 97 | -7 | -0.5 | 1 | 9 | . | 42
CN(C)CCNc1oc(/C=C/c2ccccc2)nc1C#N
→ -2.6 | 9 | 104 | 0 | -1.7 | 14 | -2 | 11 | 48
O=C1c2ccccc2-c2onc3ccc(NCCCn4ccnc4)c1c23
→ 4.6* | -21 | 28*[inhibitor] | 11 | 55* | 69* | 35 | -10 | -102
Cc1cc(C(=O)COC(=O)c2cc(O)c3ccccc3c2O)c(C)n1CC1CCCO1 (stereo not drawn)
→ -0.7 | -6 | 94 | 8 | -0.9 | -8 | 17 | 5 | 36
COc1ccc(NC(=O)CCCC(=O)OCC(F)(F)C(F)F)cc1
→ -0.8 | 7 | 112 | 5 | 0.4 | -1 | 0 | 8 | 17
COc1ccc(C(=O)N2CCN(C)C(=O)[C@@H]2C)cc1OC1CCN(C(C)=O)CC1
→ -3.0 | 5 | 104 | 4 | 0.0 | -4 | 4 | 9 | -9
CCOc1ccc2nc(N3CCC(C(=O)Nc4nnc(CC)s4)CC3)sc2c1
→ -4.3 | 6 | 106 | -9 | -1.5 | 2 | 8 | 25 | -10
O=C(CCCc1ccccc1)Nc1cccnc1
→ -2.4 | 4 | 100 | -2 | -3.8 | 0 | 1 | 0 | 11
COCCN(C(=O)C1CC1)c1nnc(-c2ccc(C)cc2)s1
→ -2.1 | 1 | 100 | 1 | -1.4 | -28 | 5 | -6 | -4
